Screening results from PubChem.
Wee1 stabilizer: Wee1 degradation inhibitors, primary screen, cell-based, HeLa, Wee1K328M-luciferase, luminescence | Wee1-like protein kinase (Homo sapiens), P30291 | HeLa Luc-Wee1K328M stability; 100% = proteasome inhibitor MG132 effect | reporter increase, % at 5 µM | hit rate 1.2% among 220,000;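 active = activation above the mean of all tested compounds plus 3 SD, set per screening run, cut at about 8.8% in these data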;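 also: cells exposed to compound for 20 h before luminescence read; 0% = DMSO alone and 100% = MG132 at 30 µM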
PPC-1+TRAIL kill: compounds killing PPC-1 cancer cells with TRAIL present, primary screen, TRAIL potentiator project, ATPLite luminescence, uHTS. hit rate 0.41% among 220,000. PPC-1 cells + TRAIL, ATPLite viability luminescence. AID 1443, 2008. cell killing (% activity), % at 4 µM;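 active = cell killing above 50% in the first pass at 4 µM, then a duplicate retest at 5 µM averaging 50% or more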;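 also: plate controls were cells with TRAIL plus DMSO for no effect and medium-only wells lacking cells for full effect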
TRPML3 ag: human TRPML3 channel agonists, primary screen, cell-based, HEK293 TRPML3-YFP, Fluo-8 calcium fluorescence, 3 µM. hit rate 0.29% among 220,000. activation, % at 3 µM. 100% = the carbachol control signal;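 active = activation above its plate's cutoff, the mean activation of the plate's test wells plus 3 SD, cut at about 12% in these data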;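 also: 0% = DMSO only wells and 100% = carbachol wells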
Target sequence (Q8TDD5 whole entry, looked up): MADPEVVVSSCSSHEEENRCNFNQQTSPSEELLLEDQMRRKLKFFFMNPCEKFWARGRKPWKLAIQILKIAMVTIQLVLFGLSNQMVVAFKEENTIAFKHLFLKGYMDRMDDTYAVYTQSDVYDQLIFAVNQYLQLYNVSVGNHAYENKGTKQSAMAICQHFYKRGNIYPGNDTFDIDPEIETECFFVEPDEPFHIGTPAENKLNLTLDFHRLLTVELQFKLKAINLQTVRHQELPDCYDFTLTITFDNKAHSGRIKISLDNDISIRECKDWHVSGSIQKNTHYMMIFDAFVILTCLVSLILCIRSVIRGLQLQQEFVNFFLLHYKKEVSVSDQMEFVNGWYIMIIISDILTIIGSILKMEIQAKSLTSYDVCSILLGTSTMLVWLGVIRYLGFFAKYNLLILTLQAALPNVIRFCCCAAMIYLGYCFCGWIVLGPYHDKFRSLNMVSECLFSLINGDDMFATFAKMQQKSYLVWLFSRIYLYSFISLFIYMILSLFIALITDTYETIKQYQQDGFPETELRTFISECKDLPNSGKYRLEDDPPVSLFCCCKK
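Material: TRPML3-YFP stable HEK293 cells | Dosing: One concentration, 3 µM nominal, 0.3% DMSO | Timing: 125 s total fluorescence read per well | Technique: Fluo-8 calcium dye fluorescence, ex 470-495, em 515-575 nm | Measure: Percent activation from peak-to-basal fluorescence ratio, scaled between DMSO and carbachol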
TNF necrop inh: inhibitors of TNF-alpha triggered necroptosis, primary screen, cell-based, Jurkat FADD-/-, single concentration; activation (protection from cell death), % at 10 µM; hit rate 0.068% among 220,000; Jurkat FADD-/- TNF necroptosis rescue, ATP luminescence, 24 h; 0 = TNF only, 100 = no-TNF cells; AID 463075, 2010;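 active = activation, meaning protection from cell death, of at least 50% relative to plate controls; inactive = activation below 50%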;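 also: necroptosis triggered by 40 ng/mL TNF-alpha added together with compound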
BaF3 parental: parental Ba/F3 cell viability inhibition, counter-screen for JAK2V617F inhibitor project, murine pro-B, CellTiter-Glo luminescence | CellTiter-Glo ATP luminescence | inhibition, % at 5.6 µM | hit rate 1.1% among 220,000 | AID 1486, 2009;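 active = inhibition above a per-campaign cutoff, the mean inhibition of all tested compounds plus 3 SD, cut at about 27% in these data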;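 also: 0% = DMSO wells and 100% = JAK Inhibitor I control wells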
CHOP inhibitor: inhibitors of CHOP promoter induction, primary screen, cell-based, unfolded protein response, luciferase reporter; CHO-K1 CHOP-promoter luciferase, tunicamycin-induced, 15-18 h; inhibition, % at 10 µM; hit rate 3.8% among 220,000; AID 2732, 2010;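 active = compounds that reduced the stress-induced luciferase reporter signal by more than about 70% of percent inhibition, limit read from the data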;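 also: 0% = tunicamycin plus vehicle and 100% = wells without tunicamycin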
zfTRPN1 agonist: zebrafish TRPN1 channel agonists, primary screen, cell-based, HEK293, calcium fluorescence; HEK293 zebrafish TRPN1-YFP, Fluo-8 calcium fluorescence; 100% = response to 87 µM carbachol; activation, % at 3 µM; hit rate 0.18% among 220,000; AID 1424, 2008;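 active = activation above its plate's cutoff, the mean activation of test wells on that plate plus 3 SD, cut at about 19% in these data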;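 also: 0% = DMSO alone and 100% = 87 µM carbachol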
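Material: zebrafish TRPN1-YFP in HEK293 cells. Doses: one dose of 3 µM, 0.3% DMSO. Incubation: dye 1 h 37 °C plus 30 min RT. Measured by: intracellular calcium fluorescence with Fluo-8.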
RBBP9 inh: human RBBP9 inhibitors, primary screen, biochemical, fluorescence polarization, FP-Rh probe, HTS; Serine hydrolase RBBP9 (Homo sapiens), O75884; recombinant RBBP9; inhibition, % at 7.94 µM; hit rate 0.2% among 220,000; AID 1515, 2009;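 active = inhibition above the campaign mean of all tested compounds plus 3 SD, cut at about 14% in these data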;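 also: plate controls were DMSO wells with RBBP9 for no effect and wells lacking RBBP9 protein for full effect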
Target sequence (O75884 whole entry, looked up): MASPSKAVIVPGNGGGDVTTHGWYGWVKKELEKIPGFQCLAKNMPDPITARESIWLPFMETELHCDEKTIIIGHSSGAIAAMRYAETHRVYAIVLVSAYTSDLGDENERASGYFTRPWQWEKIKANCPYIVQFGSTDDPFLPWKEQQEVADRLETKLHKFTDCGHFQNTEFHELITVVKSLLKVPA
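Assay system: recombinant human RBBP9; Reagent: Serine-hydrolase probe FP-Rh, 375 nM pre-mixing; Doses: 7.94 µM single dose, 0.794% DMSO; Incubation: 30 min then 45 min, 25 °C; Detection: fluorescence polarization (mP), excitation 525 nm, emission 598 nm; Evaluation: percent inhibition from mP, scaled between DMSO and no-protein wells.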
Ba/F3 V617F tox: reduced viability of JAK2V617F-dependent Ba/F3 cells, primary screen, JAK2V617F inhibitor project, cell-based, Ba/F3 EpoR-JAK2V617F, luminescence | ATP luminescence | inhibition, % at 5.6 µM | hit rate 1.1% among 220,000 | AID 1446, 2008;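 active = inhibition above the campaign mean plus 3 SD over all tested compounds, cut at about 24% in these data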;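 also: cytokine-independent growth of Ba/F3 cells driven by EpoR plus mutant JAK2; 0% = DMSO-treated cells and 100% = JAK inhibitor I control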
Active calls of the source: *; . = no result given.

smiles	Wee1 stabilizer	PPC-1+TRAIL kill	TRPML3 ag	TNF necrop inh	BaF3 parental	CHOP inhibitor	zfTRPN1 agonist	RBBP9 inh	Ba/F3 V617F tox
O=C(Cc1ccc(-n2cnnn2)cc1)NC12CC3CC(CC(C3)C1)C2	-2	2	1.4	0.0	3	8	2.4	-1	-2
CC(Oc1ccc(Cl)cc1Cl)c1nc(-c2ccc(NC(=O)c3ccccn3)cc2)no1 (stereo not given)	5	-5	1.2	-8.7	6	26	-1.3	9	-2
COc1cc(S(=O)(=O)N2CCOCC2)c(OC)c(S(=O)(=O)N2CCOCC2)c1	-1	.	0.6	-1.5	4	.	-0.3	-6	0
Cc1cc(C)n2nc(S(=O)(=O)NC3CCCCC3)nc2n1	-2	19	-0.2	0.1	-4	16	0.0	1	-2
c1ccc(Cn2c(SCc3cn4cccnc4n3)nnc2-c2ccco2)cc1	1	13	-0.2	0.1	2	.	1.0	-6	-3
CC1(C)CC(N2CCN(c3ccccc3)CC2)=CC(=[N+]2CCCC2)C1	-3	-15	0.4	-6.7	75*	29	1.1	-1	85*
O=S(=O)(c1ccc(OCC(O)CN2CCN(c3ccccc3O)CC2)cc1)N1CCOCC1 (stereo not given)	1	15	0.5	-0.1	9	-1	2.1	-2	2
CCOc1ccccc1Oc1c(C)oc2c(CN3CCN(C)CC3)c(O)ccc2c1=O	-2	7	0.2	0.2	-3	0	1.2	-1	-3
O=C(COC(=O)c1cc(=O)[nH]c2ccccc12)Nc1nccs1	0	8	0.6	0.2	1	-13	1.1	-12	-1
C/C(=N\NC(=O)CNC(=O)C(c1ccccc1)c1ccccc1)c1ccccc1	-2	2	1.2	1.5	5	-3	0.3	-2	-2
CC1(C)Cc2c(C#N)c(SCc3nc4ccccc4[nH]3)nc(N3CCOCC3)c2CO1	3	20	-0.9	1.5	3	-4	-0.4	-4	2
CCOc1ccccc1NC(=S)Nc1ccccc1F	-2	9	-0.1	-2.1	4	25	0.4	-5	-2
COc1ccc(N=c2cc(-c3ccc(OC)cc3)oc3ccccc23)cc1	5	5	-0.3	0.3	5	26	-0.9	1	2
Cc1cc(C2=NNC(=NCc3ccccc3)SC2)c(C)n1-c1c(C)n(C)n(-c2ccccc2)c1=O	-2	2	0.9	1.9	5	9	1.2	-9	2
O=C(CS(=O)c1cccc(Cl)c1)Nc1ccccc1Cl (stereo not given)	-2	6	-0.3	-1.7	2	57	-0.9	-7	-1
Cc1ccc(-n2nnnc2SCC#N)cc1	-1	4	0.3	1.3	-1	12	1.6	9	-1

Fetched by compound from the list above, two records:
smiles	Wee1 stabilizer	PPC-1+TRAIL kill	TRPML3 ag	TNF necrop inh	BaF3 parental	CHOP inhibitor	zfTRPN1 agonist	RBBP9 inh	Ba/F3 V617F tox
CCOc1ccccc1NC(=S)Nc1ccccc1F	-2	9	-0.1	-2.1	4	25	0.4	-5	-2
O=S(=O)(c1ccc(OCC(O)CN2CCN(c3ccccc3O)CC2)cc1)N1CCOCC1 (stereo not given)	1	15	0.5	-0.1	9	-1	2.1	-2	2

New compounds follow.
smiles	Wee1 stabilizer	PPC-1+TRAIL kill	TRPML3 ag	TNF necrop inh	BaF3 parental	CHOP inhibitor	zfTRPN1 agonist	RBBP9 inh	Ba/F3 V617F tox
O=S(=O)(/N=C(/Nc1ccc(F)cc1F)c1ccccc1)c1ccc(Br)cc1	-1	10	0.7	0.6	-4	3	-1.1	-3	0
Nc1nc(SCC(=O)c2ccc([N+](=O)[O-])cc2)n[nH]1	-1	5	0.5	-3.3	4	-4	-1.2	0	-2
CN(C)c1ccc(C(=O)Nc2ccc(CN3CCS(=O)(=O)CC3)cc2)cc1	0	8	1.4	1.1	-5	0	2.5	-10	-3
Cc1ccccc1Nc1nc(-c2sc(NC(=O)c3ccco3)nc2C)cs1	-2	5	0.7	-3.0	4	32	0.3	3	0
O=C(N/N=C/c1ccccn1)c1cc([N+](=O)[O-])cc([N+](=O)[O-])c1	-3	0	5.0	-3.6	6	29	2.1	0	0
Cc1ccc(CNC(=O)c2ccc3c(c2)NC(=O)C(N2CCOCC2)S3)cc1 (stereo not given)	-3	0	0.8	-2.7	9	25	-0.2	-10	6
CCn1nnnc1SCC(=O)N1c2ccccc2Sc2ccccc21	1	23	-0.2	-3.7	4	-8	0.0	-1	-2
CCOc1ccc(C2CC(=O)NC3=C2C(=O)CCC3)cc1Cl (stereo not given)	-2	14	1.1	-1.1	4	26	0.2	3	2
CC1(C)Cc2c(sc(NC(=O)/C=C/C(=O)O)c2C#N)CO1	2	-9	1.0	1.6	3	8	0.5	5	-5
CCCCCCN1C(=O)C(O)=C(C(C)=O)C1c1ccccc1[N+](=O)[O-] (stereo not given)	-2	7	1.2	0.7	8	24	0.7	2	-3
NC(=O)C1CCN(c2ccc(S(=O)(=O)N3CCC(Cc4ccccc4)CC3)cn2)CC1	-1	26	1.0	-2.8	7	53	1.8	-9	3
COc1ccccc1Oc1nc2c(c(=O)n(Cc3ccccc3F)c(=O)n2C)n1C	-2	-37	-0.9	-1.8	0	14	0.6	-4	-2
CCOC(=O)CN(C(=O)CCC(=O)Nc1cc(C)on1)C(C(=O)NC1CCCC1)c1cccnc1 (stereo not given)	-2	-1	0.0	-1.0	-1	8	0.0	-6	-2
CC(=O)c1ccc(-c2nnc(CCC(=O)N(C)Cc3cccc4cnccc34)o2)s1	0	7	0.6	2.2	5	16	1.9	3	0
Cc1ccc(CC(=O)N/N=C/c2ccc(OC(=O)c3ccc([N+](=O)[O-])cc3)cc2)cc1	-2	12	0.7	1.4	-1	15	0.3	2	-2
Cc1cc(C)nc(N2CCCC(C(=O)NCc3ccc4c(c3)OCO4)C2)n1 (stereo not given)	0	7	-0.7	-0.5	3	20	-0.6	-5	-1
COc1ccccc1C(=O)C1CCCN(C(=O)c2cn3cc(Cl)ccc3n2)C1 (stereo not given)	-1	10	0.3	-0.4	3	4	0.0	-1	1
COC(=O)C(C)NC(=O)c1ccc(C(C)(C)C)cc1 (stereo not given)	2	21	0.9	1.5	7	18	-0.7	2	-3
C=CCn1c(CNC(=O)CCC)nc2ccccc21	-1	.	0.8	1.4	1	.	-0.5	1	-3
COC(=O)c1ccccc1NS(=O)(=O)c1cn(C)c(=O)n(C)c1=O	3	12	0.7	1.0	7	-22	1.4	-9	-3
CCN1CCN(S(=O)(=O)c2cc(C(=O)O)ccc2Cl)CC1	9.6*	10	0.2	-0.2	1	-2	2.6	-1	6
O=C(COc1ccc(Cl)cc1Cl)NN1C(=O)C2C3C=CC([C@@H]2C1=O)C31CC1 (stereo not given in full)	-1	14	0.3	2.9	6	4	-0.9	-10	-3
Cc1ocnc1C(=O)Nc1ccc(Cl)cc1	-2	-18	0.9	-1.6	1	2	-0.1	3	2
Cc1cc(C(=O)N(C)C)sc1-c1ccccc1	0	27	-0.3	-0.9	0	0	-1.0	-1	-1
Brc1ccc(NCc2cccc3ccccc23)nc1	1	7	-0.2	8.5	5	87*	-0.7	-5	3
C/C(=N\NC(=O)c1c(Cl)cnn1C)c1ccc(NC(=O)c2ccncc2)cc1	-2	16	0.5	0.4	6	-16	1.2	8	-4
Cn1c(=O)oc2cc(S(=O)(=O)NCCN3CCc4ccccc4C3)ccc21	-2	-17	0.2	1.1	5	19	-1.2	-11	1
O=[N+]([O-])c1ccccc1Nc1c2ccccc2nc2ccccc12	0	10	0.7	-1.8	5	93*	-1.6	-7	0
COc1cnc(-c2ccccc2)[nH]c1=O	2	6	0.3	0.5	3	-2	0.6	-5	3
COc1ccc(C(=O)CN2C(=O)COc3ccccc32)cc1	4	18	0.7	-0.1	9	19	1.6	-3	1
O=P(COCCOCCOCCOCP(=O)(c1ccccc1)c1ccccc1)(c1ccccc1)c1ccccc1	-1	6	0.3	1.0	0	6	0.4	-7	1
Cc1[nH]c2ccccc2c1/C=N/Nc1ccccc1[N+](=O)[O-]	1	10	-2.1	-4.6	5	43	-3.8	-6	2
CN(NC(=O)c1ccccc1F)c1ncccc1[N+](=O)[O-]	4	-1	0.9	2.1	-1	-6	1.9	-2	-2
CCOC(=O)N1CCc2c(sc3ncn(Cc4ccc(F)cc4)c(=O)c23)C1	1	11	0.8	3.3	-1	-1	-1.0	-12	-2
CC(C)C(NC(=O)c1ccc(C(C)(C)C)cc1)C(=O)NC1=NCCS1 (stereo not given)	-3	8	-0.2	0.5	5	54	-1.1	-3	-1
Cc1[nH]c(=S)n(CC2CCCO2)c1C (stereo not given)	-3	.	0.8	-3.6	1	-12	0.5	-7	-2
O=C1CCCc2c1nc(-c1ccco1)n2O	-1	-2	0.8	-0.4	-2	-2	0.2	-4	-2
COc1ccc(C(=O)OCC2CC(c3ccccc3)=NO2)cc1OC (stereo not given)	0	0	0.2	-1.0	10	-6	-0.4	-4	1
O=c1/c(=C\c2ccc(O)cc2)sc2nc(-c3ccccc3)c(-c3ccccc3)n12	2	10	0.4	2.5	-5	91*	1.3	-4	1
CC(=O)Nc1ccc(NC(=O)Cn2ccc([N+](=O)[O-])n2)cc1	-1	14	0.5	-0.5	0	42	0.1	-6	-2
CN1CCN(CC#CC(C)(O)C2CC3C=CC2C3)CC1 (stereo not given)	4	8	1.8	1.8	11	-7	1.9	-3	0
COCCNC(=O)c1ccccc1NC(=O)c1ccccc1N(C)S(C)(=O)=O	-2	-5	0.3	0.0	7	30	-0.5	-6	-1
COc1ccc(C(CC(=O)N2CCCCC2)C(C)C)cc1 (stereo not given)	1	14	0.0	2.6	-1	-5	-2.4	-2	-6
Cc1ccc(S(=O)(=O)NC(=O)Nc2ccc(F)cc2)cc1	2	6	1.3	1.7	1	0	0.7	4	0
CCCC(c1nnnn1Cc1ccc(OC)cc1)N1CCC(C(N)=O)CC1 (stereo not given)	-3	-3	1.0	-0.2	0	18	0.2	-1	-5
O=C(Nc1cccc(Oc2ccc3c(c2)C(=O)NC3=O)c1)c1ccco1	0	7	-0.6	-0.7	2	17	-0.3	0	-1
